# ADAM17 inh = ADAM17 inhibition, QFRET primary screen; hit rate 0.83% among 370,000; P78536; AID 720648; recombinant ADAM17, EDANS/DABCYL FRET peptide cleavage; inhibition, % at 6.95 µM;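 active = inhibition above the mean of compounds lying between control limits plus 3 SD, set per campaign, cut at about 8.5% in these data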;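 also: 0% = DMSO-only wells as the low control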
# DAX1 inh-1 = DAX1 (NR0B1) inhibition, primary screen; HEK293T StAR-luciferase reporter, SF-1/DAX-1 repression relief; AID 652010; hit rate 1.1% among 370,000; inhibition, % at 6.8 µM;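 active = inhibition above the mean over all tested compounds plus 3 SD, cut at about 3.6% in these data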;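 also: 0% = DAX-1 cells with DMSO and 100% = cells lacking DAX-1 with DMSO; higher inhibition means more luminescence from relief of DAX-1 repression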
# PLCg1 inh = PLC-gamma1 (human) inhibition, primary screen. hit rate 0.84% among 370,000. purified PLC-gamma1, fluorogenic substrate, fluorescence. inhibition, % at 12.2 µM. P19174; in the data active = inhibition above about 9.5%
# PLCb3 inh = PLC-beta3 (human) inhibition, primary screen; AID 720704; Q01970; inhibition, % at 12.2 µM; Purified PLC-beta3, fluorogenic substrate, fluorescence; hit rate 0.18% among 370,000; in the data active = inhibition above about 11%;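 also: 0% = median of compound wells on plate and 100% = full blocker control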
# hgDAF12 agonist = hgDAF-12 agonism, primary luciferase screen; HEK293 GAL4-hgDAF12 UAS-luciferase reporter, agonist luminescence; normalized to butyrate control; activation, % at 6.8 µM; hit rate 1.8% among 370,000; AID 687014;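 active = activation above a cutoff set at the mean of all screened compounds plus 3 SD, cut at about 10% in these data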;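 also: 0% = DMSO wells and 100% = sodium butyrate wells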
# SMARCA2 activ = activators of SMARCA2 function; MG213 cells, MMTV-luciferase reporter, dexamethasone, overnight; activation, % at 9.1 µM; hit rate 1% among 370,000; in the data active = activation above about 7.8%;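 also: 0% = vehicle wells and 100% = reference activator wells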
# Rev-erbA mod = Rev-erb alpha (human) modulation. Rev-erbα–FITC-DNA binding, fluorescence polarization, 90 min. activity, % at 10 µM. AID 1259318. hit rate 0.79% among 370,000. P20393;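 active = activity above about 14%, limit read from the data; passing the limit was not always enough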;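 also: 0% = DMSO wells with 35 nM protein and 100% = DMSO wells with 750 nM protein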
# Target sequence (P20393 whole entry, looked up): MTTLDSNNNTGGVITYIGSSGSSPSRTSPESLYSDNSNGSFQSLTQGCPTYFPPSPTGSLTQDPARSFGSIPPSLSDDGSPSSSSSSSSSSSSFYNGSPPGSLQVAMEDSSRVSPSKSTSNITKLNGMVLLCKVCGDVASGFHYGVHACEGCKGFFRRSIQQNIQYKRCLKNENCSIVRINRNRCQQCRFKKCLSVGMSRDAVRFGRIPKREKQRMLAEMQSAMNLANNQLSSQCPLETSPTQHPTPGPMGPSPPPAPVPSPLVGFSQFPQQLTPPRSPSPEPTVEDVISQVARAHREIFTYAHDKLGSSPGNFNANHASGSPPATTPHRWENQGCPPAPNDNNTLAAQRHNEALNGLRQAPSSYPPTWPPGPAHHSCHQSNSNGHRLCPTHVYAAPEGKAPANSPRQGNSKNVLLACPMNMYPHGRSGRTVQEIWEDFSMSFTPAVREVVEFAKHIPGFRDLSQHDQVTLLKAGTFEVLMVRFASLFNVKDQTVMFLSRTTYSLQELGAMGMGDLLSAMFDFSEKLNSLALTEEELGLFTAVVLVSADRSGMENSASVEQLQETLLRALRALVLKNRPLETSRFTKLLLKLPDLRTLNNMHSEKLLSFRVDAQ
# ssDAF12 agonist = activates DAF-12 receptor from parasite S. stercoralis; HEK293 ssDAF-12/GRIP1 lit1-tk-luc reporter, luminescence; % of 3 µM dafachronic acid response; activation, % at 6.8 µM; hit rate 1% among 370,000;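 active = activation above the mean over all tested compounds plus 3 SD, cut at about 0.9% in these data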;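 also: 0% = DMSO-only wells and 100% = 3 µM delta7-dafachronic acid wells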
# MBD2 DNA inh = MBD2-methylated oligo binding inhibition; TR-FRET, MBD2 binding to methylated oligonucleotide; inhibition, % at 4.4 µM; hit rate 0.31% among 370,000; AID 686964; in the data active = inhibition above about 13%
# Target sequence (Q9UBB5 whole entry, looked up): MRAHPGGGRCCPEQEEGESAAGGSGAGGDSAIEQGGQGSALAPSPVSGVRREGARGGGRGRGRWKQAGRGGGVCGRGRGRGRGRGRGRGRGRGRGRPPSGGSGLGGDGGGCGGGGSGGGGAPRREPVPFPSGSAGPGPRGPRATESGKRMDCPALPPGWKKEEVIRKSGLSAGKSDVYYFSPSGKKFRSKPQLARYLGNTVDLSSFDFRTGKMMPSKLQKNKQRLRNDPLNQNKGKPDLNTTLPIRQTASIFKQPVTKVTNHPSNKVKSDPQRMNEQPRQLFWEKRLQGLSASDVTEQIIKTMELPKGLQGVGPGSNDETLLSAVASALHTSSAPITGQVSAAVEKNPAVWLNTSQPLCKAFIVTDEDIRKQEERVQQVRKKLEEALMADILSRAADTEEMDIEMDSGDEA
# DAX1 inh-2 = inhibits human nuclear receptor DAX1; P51843; HEK293 Gal4-DAX1 luciferase reporter, luminescence; inhibition, % at 6.75 µM; hit rate 0.99% among 340,000; AID 504766;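 active = inhibition above the mean over all tested compounds plus 3 SD, cut at about 4.2% in these data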;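 also: 0% = DAX1-transfected cells with DMSO and 100% = empty-vector control cells with DMSO; inhibition shows as a rise in luminescence from relieved DAX1 repression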
# hcDAF12 agonist = activators of H. contortus DAF-12 nuclear receptor; HEK293 hcDAF-12 lit1-tk-luc reporter, luminescence; 0% DMSO, 100% Δ7-dafachronic acid; activation, % at 6.8 µM; hit rate 1.4% among 370,000;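 active = activation above the mean of all tested compounds plus 3 SD, cut at about 5.5% in these data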;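 also: 100% = response to 3 µM Δ7-dafachronic acid high control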
# The depositor's hits bear a star; / = no result given. An unsorted share of the library; any-hit rate near 7.4%.
SMILES	ADAM17 inh	DAX1 inh-1	PLCg1 inh	PLCb3 inh	hgDAF12 agonist	SMARCA2 activ	Rev-erbA mod	ssDAF12 agonist	MBD2 DNA inh	DAX1 inh-2	hcDAF12 agonist
Clc1ccc(-c2nnc(C3CC3)o2)cc1	-4	0.6	0	-6	4.4	0	4	-1.4	6	1.5	1.6
CC(C)[C@H](NC(=O)c1ccccc1F)C(=O)NC1CCCCC1	-4	-0.3	2	-6	2.9	-1	0	-1.0	-5	0.7	0.4
CN(c1cccnc1)c1ccc(NC(=O)Cc2c[nH]c3ccccc23)cc1-c1ccc(F)c(F)c1	-3	-1.2	-20	-25	-1.8	-3	10	0.8	3	/	3.5
COCC(=O)NC1CCN(CC(=O)Nc2ccc(OC)cc2[N+](=O)[O-])CC1	-3	-1.5	1	2	1.4	-1	-2	-0.9	-2	0.7	1.6
CNC(=O)c1csc(-c2ccccc2)n1	0	0.7	3	2	1.8	0	2	-1.6	2	1.5	-1.2
CCCNC(=O)c1nn2cc(Br)cnc2c1Cl	-2	0.5	-2	-9	1.3	-1	6	-1.3	3	1.7	-1.7
CCNC(=O)c1ccc(OCC(=O)Nc2ccc(F)cc2)c(OC)c1	-14	0.2	0	-3	-2.1	-2	-2	-1.8	0	-0.6	-0.5
CCOC(=O)c1nnn(-c2ccc([N+](=O)[O-])cc2)c1C	2	0.3	3	-1	4.6	-1	2	-1.2	0	-0.8	-0.3
COc1ccc(S(=O)(=O)Nc2cc3c4c(c2)CC(=O)N4CCC3)cc1	-5	0.7	-3	-10	1.5	-4	3	-1.2	-1	0.1	-0.4
COc1cccc(C(C(=O)NCc2ccccc2)N2CCN(CCN3CCOCC3)CC2)c1OC (stereo not drawn)	-6	-0.3	3	0	-0.6	-2	1	-1.1	2	/	-0.8
CN1C(C(=O)NCc2ccco2)CC2Cn3c(nc4cc(Cl)c(Cl)cc43)C21 (stereo not drawn)	1	0.4	3	-6	-0.8	4	-2	-1.0	-4	-0.3	-0.3
Cc1cc(N)n(-c2ccc(C(=O)O)cc2)n1	-2	0.5	-6	-5	1.9	1	-5	0.1	-4	0.2	-0.4
COc1ccccc1N1CCN(CCCNC(=O)Cn2ncc3c([nH]c4ccccc43)c2=O)CC1	-3	0.0	1	-6	1.1	-2	-3	-0.9	1	-0.6	1.4
CCOc1ccc(NC(=O)c2ccc(NC(=O)c3cn4c5c(c(N6CCN(C)CC6)c(F)cc5c3=O)OCC4C)cc2)cc1 (stereo not drawn)	-47	-0.6	-222	-206	-1.4	1	70*	-0.7	-1	-0.6	-1.1
CC(C)(C)OC(=O)[C@H](CCCCN)NC(=O)c1nc[nH]c1C(=O)NCCCCCN	0	0.0	0	2	1.8	0	-1	-0.6	-2	0.2	0.4
O=C1CCCN1c1cccc(Br)c1	-8	-0.6	0	1	2.1	0	1	-0.9	2	0.2	-0.2
O=C(NCCc1ccccc1)C(=Cc1ccc(C(=O)O)cc1)C(=O)NCCc1ccccc1	-4	-0.2	2	-5	0.9	1	0	-1.2	0	0.4	-2.0
O=C1CC(C2CCCO2)C(=O)N1c1ccccc1 (stereo not drawn)	1	0.1	1	3	0.1	1	0	-1.3	-9	-0.9	-0.4
COc1ccc(CNC(=O)C2CCN(c3nc(-c4ccccc4)nc4c3CCC4)CC2)cc1	-1	-0.6	2	-6	-1.6	1	-2	-1.6	0	1.2	-2.0
Cc1c(C(=O)Nc2ccccn2)sc2nc3n(c(=O)c12)CCC3	-8	8.8*	-4	-15	6.5	2	5	-0.4	-6	0.9	4.5
O=c1cc2c(=O)oc3cc(O)c(O)oc3c2c(O)c1O	-2	-0.2	33*	-39	-1.5	-3	-32	-1.6	95*	1.0	0.1
O=C(OCC#CCSc1nnc(-c2cccc3ccccc23)o1)c1cccc(F)c1	-6	/	-1	-2	3.1	/	3	-1.5	-1	/	-0.4
CCOC(=O)CS(=O)(=O)CC(=O)Nc1ccc([N+](=O)[O-])cc1OC	-2	-0.2	1	-6	-2.5	0	-1	-0.5	-3	-0.4	2.3
CCCCCOC(=O)C1=C(C)NC(=O)NC1c1ccccc1 (stereo not drawn)	-1	-0.1	-1	-2	-3.1	-1	1	-1.8	-4	-1.2	-3.3
C[C@H]1NC(=O)[C@@]2(C)[C@@H](c3ccccc3)[C@H]3COc4ccccc4[C@@H]3N2C1=O	1	0.2	1	2	1.9	1	-3	-0.9	-6	1.6	-1.2
COC(=O)c1ccccc1NC(=O)N1CCN(C/C=C/c2ccccc2)CC1	-1	-0.9	-3	0	0.1	0	8	-1.5	4	1.4	0.4
COc1ccc(C2CC(O)(C(C)(C)O)NO2)cc1 (stereo not drawn)	-2	0.6	5	0	2.6	6	4	-1.6	-1	-0.2	0.8
COc1ccc(NC(=O)CSCC(=O)OCc2cccc(OC)c2OC)cc1	1	-0.2	2	-7	-0.6	-1	2	-1.0	2	0.9	-1.6
O=C(NCCCN1CCOCC1)c1ccc(NS(=O)(=O)c2ccccc2)cc1	-6	-0.5	0	-6	-2.7	-2	1	-1.1	0	0.0	-2.9
COc1ccc(C2(O)CCN(CCCCOc3ccccc3)CC2)cc1	-6	0.8	-2	-4	1.5	2	1	-1.4	5	0.9	-0.1
COc1ccc(OC)c(NC(=O)C2(C)CCN2Cc2ccc(OC)c3ccccc23)c1 (stereo not drawn)	2	-0.2	2	0	1.9	-3	-4	-1.2	-1	/	-2.2
O=C(c1cc2c(F)cccc2s1)N1CCCC1	-2	-0.2	-1	3	0.1	0	0	-1.1	-2	-0.3	-0.7
FC(F)(F)c1cccc(Nc2nc(N3CCOCC3)nc(N3CCOCC3)n2)c1	-3	0.2	-2	-3	-0.3	-2	1	-1.9	-5	-1.8	-1.7
Cc1cnn(-c2ccc3nnc(-c4ccc(Cl)cc4)n3n2)c1	-3	-1.1	-7	-5	-0.7	0	22*	-0.8	4	1.2	-1.6
CCCCc1cc(=O)oc2cc(OCC(=O)N[C@@H](Cc3ccccc3)C(=O)O)ccc12	-51	-0.2	-16	-18	0.1	3	0	-1.5	-2	-0.5	1.3
COCCNC(=O)CN1C(=O)COc2ccc(Cl)cc21	1	0.8	4	7	-1.3	-2	-1	-0.7	-1	1.5	1.2
O=C(CSc1nnc(-c2ccncc2)n1-c1ccc(F)cc1)NNC(=O)c1cccc(O)c1	1	-0.1	-1	-1	0.3	-1	2	-1.2	-3	0.9	-1.9
Cc1ccnc(NC(=O)CSc2ccccn2)c1	-1	0.3	-3	-12	-0.5	0	-1	-1.1	1	0.3	2.0
C#CCN(CC=C)C(=O)CCc1nnc(COc2ccccc2)o1	-2	0.4	-2	-1	7.9	2	1	-0.8	0	-0.1	1.6
OCCN1CCN(c2ncnc3ccc(Br)cc23)CC1	2	-0.5	0	0	3.7	-4	-4	-1.6	-11	1.0	-1.0
CC1(C)Cc2ccccc2C(C(=O)c2ccccc2)=N1	-2	-0.3	-1	-3	-2.0	-1	8	-1.4	-4	2.8	-0.9
CCn1c(COc2ccccc2C)nnc1SCC(=O)CC(=O)Nc1ccccc1	-2	0.0	-4	-9	-1.1	-2	2	-1.7	-1	-2.4	-2.0
CC(Oc1ccc(S(=O)(=O)N2CCCC2)cc1[N+](=O)[O-])C(=O)NC1(C#N)CCCCC1 (stereo not drawn)	-5	-1.4	0	-4	-1.1	-2	-1	-1.5	3	-0.1	-1.0
CCCc1nnc(NC(=O)CCC(=O)N2CCN(S(=O)(=O)c3ccc(OC)cc3)CC2)s1	-2	0.5	1	-3	3.1	-3	-3	-1.1	0	0.2	0.0
Cc1ccc(Cl)cc1N1CCN(S(=O)(=O)c2ccc3c(c2)NC(=O)C(C)C(=O)N3)CC1 (stereo not drawn)	2	0.2	-1	1	-1.3	-4	2	-1.5	-2	0.4	0.8
CCc1nn(CC(=O)N2CCCCCC2)c(=O)c2cc3ccccc3n12	-15	-1.0	-4	-14	0.3	0	-1	-1.0	-10	0.4	-1.0
Cc1csc2c(N3CCN(C(=O)Nc4ccc(OC(F)(F)F)cc4)CC3)ncnc12	3	-0.1	1	-1	-2.5	-5	3	-2.4	-3	-0.7	-3.0
CCc1nnc(NC(=O)CSc2nnc(-c3ccccc3OC)n2-c2ccccc2)s1	-6	-0.1	-1	-2	-0.5	-4	-1	-1.1	-6	1.4	-1.1
Cc1cccc(OCC(=O)NN2C(=O)C3C4C=CC(O4)C3C2=O)c1 (stereo not drawn)	-4	0.3	-1	4	-5.3	-1	5	-1.2	-1	0.1	-1.2
COc1ccc(-c2sc(Nc3ccccc3)n[n+]2-c2ccc(F)cc2)cc1Br	-3	-0.4	0	1	-2.0	-1	-3	-1.7	-4	-0.3	-1.0
C#CCCCN([C@@H](CC(C)C)C(=O)OC)S(=O)(=O)c1ccc(F)cc1Br	1	-1.5	-2	0	-1.1	0	3	-1.7	-7	/	3.9
CCN(CC)S(=O)(=O)c1cccc(C(=O)NCc2ccccc2)c1	-4	-0.1	0	-2	-0.4	-5	-3	-1.1	3	-1.0	1.4
NCCCNc1nc(N)c([N+](=O)[O-])c(NC2CCCCC2)n1	1	-0.6	8	7	-7.9	0	1	-1.8	-2	-1.5	-3.0
O=C(CSCCO)Nc1cccc2ccccc12	-5	-0.3	0	-1	0.6	-1	-4	-0.4	-5	0.8	3.7
CC(C)OC(=O)CC(=O)CSc1nc2c(cc1C#N)CCCC2	-23	0.7	-156	-190	2.9	-2	-6	-1.1	-2	0.5	0.9
O=C(O)COc1ccccc1C1C2C(=O)N(c3ccc(F)cc3)C(=O)C2ON1c1ccccc1 (stereo not drawn)	-3	-0.4	-2	-1	2.8	2	-4	-0.4	0	-0.3	0.6
N#Cc1ccc(C(=O)Nc2cccc(NC(=O)c3ccco3)c2)c(F)c1	-1	-1.4	4	-7	-3.1	-3	3	-2.3	-3	-0.5	-2.4
CCS(=O)(=O)N1CCC(C(=O)Nc2cc(C)ccc2O)CC1	-3	-0.3	1	-4	-0.2	-1	2	-1.1	1	0.5	1.0
COc1ccc2c(c1OC)C(=O)N1N=C(c3ccccc3)CC21 (stereo not drawn)	-2	-0.1	-18	-20	1.5	2	-3	-0.6	-1	0.1	-0.6
CNC(=S)N(Cc1ccc(OC)cc1)C1CC(=O)N(c2ccc(Cl)cc2)C1=O (stereo not drawn)	1	-1.1	9.6*	3	0.6	-3	3	-1.7	10	-0.1	-2.1
CCc1nc(NCC2CCCN2CC)c2nnn(Cc3ccccc3F)c2n1 (stereo not drawn)	-1	0.2	3	1	-0.9	-1	-1	-1.1	2	-0.3	-2.7

# One compound at a time, from the list above. Screens in order: ADAM17 inh, DAX1 inh-1, PLCg1 inh, PLCb3 inh, hgDAF12 agonist, SMARCA2 activ, Rev-erbA mod, ssDAF12 agonist, MBD2 DNA inh, DAX1 inh-2, hcDAF12 agonist
# Entry for `O=C(CSCCO)Nc1cccc2ccccc12` = -5, -0.3, 0, -1, 0.6, -1, -4, -0.4, -5, 0.8, 3.7
# Entry for `CCS(=O)(=O)N1CCC(C(=O)Nc2cc(C)ccc2O)CC1` = -3, -0.3, 1, -4, -0.2, -1, 2, -1.1, 1, 0.5, 1.0

# Source: PubChem BioAssay (several laboratories)
